Anthrax LF inh2 = Bacillus anthracis LF protease inhibitors, primary screen, biochemical, multiplex microsphere, MLPCN library. Lethal factor (Bacillus anthracis), P15917. multiplex microsphere protease cleavage assay. inhibition, % at 10 µM. 360,000 tested, 0.12% active; also: plate controls were buffer without enzyme for full effect and enzyme alone for no effect
Target sequence (P15917 whole entry, looked up): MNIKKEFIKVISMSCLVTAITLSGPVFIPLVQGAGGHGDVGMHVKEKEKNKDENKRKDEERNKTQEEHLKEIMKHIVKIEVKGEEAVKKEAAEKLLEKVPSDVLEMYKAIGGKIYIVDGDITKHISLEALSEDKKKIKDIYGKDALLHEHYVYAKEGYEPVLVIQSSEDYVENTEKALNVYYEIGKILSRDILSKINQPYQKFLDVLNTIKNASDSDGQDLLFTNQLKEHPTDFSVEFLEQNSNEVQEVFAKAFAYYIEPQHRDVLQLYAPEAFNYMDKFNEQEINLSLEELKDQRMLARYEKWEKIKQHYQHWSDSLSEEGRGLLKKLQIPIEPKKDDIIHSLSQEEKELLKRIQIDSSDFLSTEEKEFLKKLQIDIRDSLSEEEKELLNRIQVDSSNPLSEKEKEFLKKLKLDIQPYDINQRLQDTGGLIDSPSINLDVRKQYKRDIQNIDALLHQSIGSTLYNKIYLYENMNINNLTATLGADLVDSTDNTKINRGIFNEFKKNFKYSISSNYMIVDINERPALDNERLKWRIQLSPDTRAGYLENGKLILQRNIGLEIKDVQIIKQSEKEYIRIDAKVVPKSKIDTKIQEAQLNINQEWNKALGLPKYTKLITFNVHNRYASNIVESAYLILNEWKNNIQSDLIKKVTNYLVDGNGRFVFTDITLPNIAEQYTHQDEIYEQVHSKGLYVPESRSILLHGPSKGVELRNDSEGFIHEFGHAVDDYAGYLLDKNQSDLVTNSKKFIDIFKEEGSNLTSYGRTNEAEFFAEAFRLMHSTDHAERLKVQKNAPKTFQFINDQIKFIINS
PfHsp40 yeast = rescue of yeast from PfHsp40 toxicity, primary screen, S. cerevisiae, ATP luminescence; S. cerevisiae expressing PfHsp40, growth rescue; growth rescue, % at 12.5 µM; 340,000 tested, 0.68% active; in the data active = growth rescue above about 28%, passing the limit was not always enough; inconclusive = no clear call, values can overlap the other calls;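 also: yeast W303a lacking pdr1 and pdr3 grown in galactose medium; growth measured after three days at 30 °C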
Yp Topo-I inh = Yersinia pestis topoisomerase I inhibitors, primary screen, biochemical, cleavage product accumulation, plate reader, single point. DNA topoisomerase I (Yersinia pestis CO92). activity, % at 10 µM. AID 504884, 2011. 360,000 tested, 0.064% active. Y. pestis Topo-I cleavage product accumulation; in the data active = activity above about 50%, passing the limit was not always enough; inconclusive = no clear call, values can overlap the other calls; also: inactives centre near 2
FadD28 FP inh = inhibitors of FadD28 bisubstrate probe binding, primary screen, biochemical, fluorescence polarization, single point; Mycobacterium tuberculosis FadD28 fatty-acid-AMP ligase; inhibition, % at 12.5 µM; 360,000 tested, 0.22% active; AID 588549, 2011; in the data active = inhibition above about 8.5%, passing the limit was not always enough; inconclusive = no clear call, values can overlap the other calls
BoNT A protease = BoNT/A light chain protease inhibitors, primary screen, biochemical, flow cytometry, MLPCN library | Botulinum neurotoxin type A light chain protease (Clostridium botulinum A str. ATCC 3502) | multiplex microsphere protease substrate cleavage | inhibition, % at 10 µM | 360,000 tested, 0.17% active | AID 588499, 2011; also: plate controls were buffer without enzyme for full effect and enzyme alone for no effect
TcdB inh = TcdB glycohydrolase inhibitors, primary screen, biochemical, single point, plate reader; Toxin B (Clostridioides difficile), P18177; TcdB glycohydrolase enzymatic assay; inhibition, % at 9.99 µM; 350,000 tested, 0.24% active; AID 652162, 2013; in the data active = inhibition above about 10%
BoNT-F LC inh = BoNT/F light chain protease inhibitors, primary screen, biochemical, flow cytometry, MLPCN library | inhibition, % at 10 µM | Multiplex microsphere protease cleavage assay | Botulinum neurotoxin type F light chain protease (Clostridium botulinum) | 360,000 tested, 0.22% active; in the data active = inhibition above about 35%, passing the limit was not always enough; inconclusive = no clear call, values can overlap the other calls; also: plate controls were buffer without enzyme for full effect and enzyme alone for no effect
PrPC TRFRET = inhibitors of human cell surface prion protein PrPC, primary screen, cell-based, TR-FRET; inhibition, % at 13.8 µM; 370,000 tested, 0.43% active; TR-FRET read-out; in the data active = inhibition above about 24%; also: 0% = median of the test wells and 100% = reference compound wells
CCHF vOTU inh = CCHFV vOTU protease inhibitors, primary screen, biochemical, Pep-AMC substrate, fluorescence; Crimean-Congo hemorrhagic fever virus L polyprotein viral ovarian tumor (vOTU) protease …; inhibition, % at 11.5 µM; 370,000 tested, 0.55% active; AID 651958, 2012; in the data active = inhibition above about 30%; also: 0% = vehicle wells with enzyme and 100% = no enzyme wells
Active calls of the source: *; u = inconclusive; x = no result given. Rule as the data show it, unless noted: active = inhibition above about 30%; inconclusive = no clear call, values can overlap the other calls; inactive = below that.

SMILES	Anthrax LF inh2	PfHsp40 yeast	Yp Topo-I inh	FadD28 FP inh	BoNT A protease	TcdB inh	BoNT-F LC inh	PrPC TRFRET	CCHF vOTU inh
Cc1cccc(CCNC(=O)CN(C)S(=O)(=O)c2cnc[nH]2)c1	-3	70*	0	-1.5	-0.1	x	-2	1	-15
O=C(CCc1nnc(Cc2c[nH]c3ccccc23)o1)NC1CCCC1	-3	-0.3	-1	-0.2	-1.1	-0.1	4	8	3
COC(=O)c1ccc(C2Nc3ccc(/C(C)=N/NC(=O)C(OC)c4ccccc4)cc3C3C=CCC32)cc1 (stereo not drawn)	-2	-0.6	-8	-2.3	4.0	x	16	3	1
CCN(CC)CCN(Cc1cc2cc3c(cc2[nH]c1=O)OCCO3)C(=S)NCCCN(C)C	-5	1.1	8	-2.2	-2.5	0.7	9	7	-13
N#C/C(C(N)=O)=C1/CCCN1Cc1ccccc1	12	x	-1	-3.9	-0.5	1.2	u	-3	-4
COc1cccc(CNCCc2c[nH]c3ccccc23)c1OCc1ccc(F)cc1	-8	1.1	-1	-1.5	0.0	x	-8	-1	-4
O=C(NNC(=O)c1ccccc1O)c1ccco1	-2	-1.5	4	-3.8	-0.1	0.0	0	3	-1
O=C(O)C1CCC(=O)N1C(=O)OCc1ccccc1 (stereo not drawn)	0	-0.9	6	-1.3	-3.3	0.2	13	-4	5
c1ccc(CSCc2cn3ccsc3n2)cc1	-1	1.6	1	-5.2	-0.5	x	1	-4	5
Cc1nn(CC(=O)Nc2ccc3c(c2)nc(CN2CCCCC2)n3C)c(=O)c2ccccc12	5	-2.0	4	-3.7	0.4	x	u	0	-1
CC1CCCCN1CC(O)COCCC12CC3CC(CC(C3)C1)C2 (stereo not drawn)	0	0.6	3	-1.6	0.2	1.1	-12	4	11
CCOc1ccccc1/C=N/NC(=O)c1cccc(S(=O)(=O)N2CCOCC2)c1	-1	0.1	3	-3.2	-1.2	1.6	-5	4	17
COCCNC(=O)C1CCCN(C(=O)Cc2ccc(F)cc2)CC1 (stereo not drawn)	-2	x	5	-4.4	-0.8	0.3	-2	7	-20
COc1cc(/C=C/C(=O)OCC(=O)Nc2c(C)n(C)n(-c3ccccc3)c2=O)ccc1O	-2	0.1	-5	-3.1	-0.6	0.3	-6	-6	4
O=C1OC(c2ccc(F)cc2)=C/C1=C\c1ccc(O)cc1	-3	1.3	-25	-2.5	-0.6	1.9	7	-4	-4
CC(C)NC(=S)N1CCN(c2ncccn2)CC1	0	-1.1	2	0.2	-1.7	0.0	-20	0	-2
CCCCCOc1ccc(/C=c2\sc3nc(=O)c(-c4ccccc4)nn3c2=O)cc1OC	3	-0.5	1	-3.5	7.8	0.5	30	-1	-4
Cc1ccc(OCCCn2c(=O)oc3ccccc32)cc1	1	-1.4	15	-2.3	0.4	3.3	-2	-3	-1
COc1c2occc2c(OC)c2c(=O)cc(C(F)(F)F)oc12	-2	0.8	-3	-3.4	-0.5	x	-1	2	4
COCCCNC(=O)CN1C(=O)/C(=C/c2ccccc2C)Sc2ccccc21	-1	-0.7	27	-3.4	-1.4	1.5	-2	4	-9
O=C1C2CCCCN2C(=O)N1CCCN1CCN(c2cccc(C(F)(F)F)c2)CC1 (stereo not drawn)	-2	-0.4	19	-1.0	2.4	1.8	u	4	-2
CCc1ccc(N2CC(C(=O)Nc3nnc(CC)s3)CC2=O)cc1 (stereo not drawn)	1	0.5	2	-1.5	0.0	x	-5	2	0
C[C@H](NC(=O)c1[nH]cnc1C(=O)Nc1ccccc1)c1ccccc1	7	4.6	-11	-7.8	-0.8	0.4	-5	8	3
CCOC(=O)C(C)c1nn(C)c(=O)c2ccccc12 (stereo not drawn)	-5	0.6	2	-0.6	2.2	x	-4	4	8
CC(C)(C)OC(=O)N1CCCC1C(=O)O (stereo not drawn)	-1	0.0	0	-0.4	0.0	x	-6	2	24
O=C(NCc1ccccc1)C1Nc2ccc(OC(F)(F)F)cc2C2C=CCC12 (stereo not drawn)	1	-0.6	13	-0.9	-0.5	x	-3	-5	-4
Cc1occc1C(=O)NNC(=O)c1ccccc1[N+](=O)[O-]	2	0.3	1	-1.9	-2.7	0.8	-10	-14	21
CC1(C)Cc2c(cnn2-c2cccc(F)c2)C(NC(=O)c2cc[n+]([O-])cc2)C1 (stereo not drawn)	0	0.0	-14	-2.1	2.0	1.4	12	-5	20
NNC(=O)c1ccc(-c2cccc([N+](=O)[O-])c2)o1	-6	-0.5	6	0.0	-0.5	0.4	20	-7	9
CCOC(=O)Cc1nnc2c(Nc3ccc(C)cc3)nc3nonc3n12	1	2.8	-5	0.5	0.3	x	0	-11	-5

11 compounds out of the list, sorted by length of the SMILES, falling.
SMILES	Anthrax LF inh2	PfHsp40 yeast	Yp Topo-I inh	FadD28 FP inh	BoNT A protease	TcdB inh	BoNT-F LC inh	PrPC TRFRET	CCHF vOTU inh
CC1(C)Cc2c(cnn2-c2cccc(F)c2)C(NC(=O)c2cc[n+]([O-])cc2)C1 (stereo not drawn)	0	0.0	-14	-2.1	2.0	1.4	12	-5	20
CCCCCOc1ccc(/C=c2\sc3nc(=O)c(-c4ccccc4)nn3c2=O)cc1OC	3	-0.5	1	-3.5	7.8	0.5	30	-1	-4
O=C1C2CCCCN2C(=O)N1CCCN1CCN(c2cccc(C(F)(F)F)c2)CC1 (stereo not drawn)	-2	-0.4	19	-1.0	2.4	1.8	u	4	-2
O=C(NCc1ccccc1)C1Nc2ccc(OC(F)(F)F)cc2C2C=CCC12 (stereo not drawn)	1	-0.6	13	-0.9	-0.5	x	-3	-5	-4
COCCCNC(=O)CN1C(=O)/C(=C/c2ccccc2C)Sc2ccccc21	-1	-0.7	27	-3.4	-1.4	1.5	-2	4	-9
CCc1ccc(N2CC(C(=O)Nc3nnc(CC)s3)CC2=O)cc1 (stereo not drawn)	1	0.5	2	-1.5	0.0	x	-5	2	0
COc1c2occc2c(OC)c2c(=O)cc(C(F)(F)F)oc12	-2	0.8	-3	-3.4	-0.5	x	-1	2	4
CCOC(=O)C(C)c1nn(C)c(=O)c2ccccc12 (stereo not drawn)	-5	0.6	2	-0.6	2.2	x	-4	4	8
Cc1ccc(OCCCn2c(=O)oc3ccccc32)cc1	1	-1.4	15	-2.3	0.4	3.3	-2	-3	-1
CC(C)NC(=S)N1CCN(c2ncccn2)CC1	0	-1.1	2	0.2	-1.7	0.0	-20	0	-2
CC(C)(C)OC(=O)N1CCCC1C(=O)O (stereo not drawn)	-1	0.0	0	-0.4	0.0	x	-6	2	24

Carrying on:
SMILES	Anthrax LF inh2	PfHsp40 yeast	Yp Topo-I inh	FadD28 FP inh	BoNT A protease	TcdB inh	BoNT-F LC inh	PrPC TRFRET	CCHF vOTU inh
Cc1csc2ncnc(NNC(=O)c3ccc(Cl)cc3)c12	-6	0.0	0	-2.6	-0.3	0.3	4	18	-3
O=C(Nc1ccc(Cl)cc1C(=O)N1CCCCC1)c1ccco1	-5	0.2	-5	-3.0	0.4	1.0	18	-3	1
S=C(NCc1cccs1)NCC1CCCO1 (stereo not drawn)	-3	0.2	-6	0.0	-0.7	0.4	4	0	-4
Cc1ccccc1NC(=O)c1ccc([N+](=O)[O-])o1	-1	-0.1	4	0.8	0.3	0.6	0	-1	-11
CCOC(=O)c1ccc(CC(=O)c2ccc(O)cc2O)o1	0	0.2	-5	-2.8	-0.4	x	0	6	4
CCCOc1ccc(C2C(C(=O)c3ccc(C)o3)=C(O)C(=O)N2Cc2ccco2)cc1 (stereo not drawn)	1	-0.9	u	x	-0.3	0.8	0	0	5
CCC/C=C/c1ccc(CN2C(CC(C)C)C(=O)N(Cc3cn(CC4CCCCC4)nn3)CCS2(=O)=O)cc1 (stereo not drawn)	1	x	14	-1.2	0.5	0.1	-2	-3	25
CCCCCOc1ccc(N2C(=O)C3C4C=CC(C3C2=O)N(C)C4=O)cc1 (stereo not drawn)	1	0.5	3	-3.8	1.9	x	12	9	7
COc1cccc(/C=N/NC(=O)C(=O)N2CCCC2)c1OC	-4	0.3	1	0.4	-0.7	x	-4	-2	-4
Cc1ccc2oc(C(F)(F)C(F)F)cc(=O)c2c1	-1	1.7	5	-3.2	0.3	-0.3	-5	3	-4
O=c1[nH]c(/C=C\c2ccc(O)c(Cl)c2)nc(O)c1[N+](=O)[O-]	-6	-0.9	-3	0.9	1.8	12*	10	-16	0
Cc1ccc(S(=O)(=O)Cc2cc(F)c([N+](=O)[O-])cc2[N+](=O)[O-])cc1	-1	-0.7	4	-0.2	1.1	x	3	x	x
C/C(=N\N=C(/N)SC1CC(=O)N(c2ccc(Br)cc2)C1=O)c1cccs1 (stereo not drawn)	-4	8.3	6	10*	-1.2	0.5	-16	12	26
COc1ccccc1NC(=O)COC(=O)c1ccccc1SCC(=O)N1CCCC1	-8	-0.1	0	-1.6	-3.6	-0.1	-7	5	-6
CCc1ccccc1NC(=O)CSC1=C(C#N)C(c2ccc(O)c(OC)c2)C2=C(CCCC2=O)N1 (stereo not drawn)	-1	0.6	-5	0.0	1.2	x	6	1	8

Only Anthrax LF inh2 and BoNT-F LC inh (2 entries from above):
compound	Anthrax LF inh2	BoNT-F LC inh
CCCCCOc1ccc(N2C(=O)C3C4C=CC(C3C2=O)N(C)C4=O)cc1 (stereo not drawn)	1	12
COc1cccc(/C=N/NC(=O)C(=O)N2CCCC2)c1OC	-4	-4

The list goes on.
SMILES	Anthrax LF inh2	PfHsp40 yeast	Yp Topo-I inh	FadD28 FP inh	BoNT A protease	TcdB inh	BoNT-F LC inh	PrPC TRFRET	CCHF vOTU inh
CC(=O)NC12CC3CC(C1)CC(C(=O)N(C)CC(=O)Nc1ccccc1Cl)(C3)C2	-3	0.5	7	-0.7	1.0	2.8	4	7	0
COc1cc(NC(=S)NN2CCOCC2)cc(OC)c1	1	-1.0	2	-2.2	0.9	0.2	-1	4	13
Cc1cc(=O)[nH]c(SCC(=O)NC2CCCCC2)n1	-1	-0.3	5	0.1	-1.5	1.0	-3	1	-2
Cc1ccc(C(=O)NNC(=O)c2ccc(-n3cncn3)c([N+](=O)[O-])c2)cc1	-1	x	-6	-0.2	0.8	0.8	12	-18	-4
CC(C)(C)c1ccc(S(=O)(=O)N2CCc3nc4ccccc4c(C(=O)O)c3C2)cc1	-1	0.8	-4	0.7	0.9	3.9	6	0	7
Cc1nccc(-c2ccc3c(c2)OCO3)n1	0	1.6	2	1.0	-0.2	1.4	-4	4	-18
COc1ccc(NC(=O)Nc2cccnc2)cc1	-3	0.2	0	-0.3	0.0	0.4	0	3	4
Cc1cccc(NC(=S)N2CCCC(c3nc4ccccc4[nH]3)C2)c1 (stereo not drawn)	-7	-1.5	-1	-1.8	-1.0	0.8	-1	0	-7
CCN1CCN(c2ccc(S(=O)(=O)N3CCOCC3)cc2NC(=O)C2CCC(C(C)(C)C)CC2)CC1 (stereo not drawn)	-2	-0.7	26	-7.3	-0.4	1.6	-10	-2	15
CCOC(=O)/C(C#N)=C(/C)c1ccc(OC)cc1	-1	-0.5	12	1.2	-0.2	x	-23	-5	2
CCCC(=O)c1c(NC)cc(C)oc1=O	0	0.2	1	-4.1	u	x	-6	2	-8
COc1cccc(/C=N/n2c(SC)nnc2-c2ccccc2)c1OC	1	0.6	9	-0.5	0.0	x	-10	5	6
COc1ccc2c(c1)[C@]13CCCCC1C(C2)N(C)CC3 (stereo partly drawn)	0	0.8	5	-1.4	0.4	-0.4	3	-5	-2
Cc1cc(C(=O)NNC(=O)Cc2ccc(Cl)c(Cl)c2)c(C)o1	-3	0.1	-2	-6.5	1.6	-0.5	2	-5	5
COCCCn1c(C)cc(C(=O)COC(=O)C23CC4CC(CC(O)(C4)C2)C3)c1C	-5	0.1	10	-2.7	-1.1	1.3	-11	7	1
